H1N1 NS1A inhibition: H1N1 influenza NS1A inhibitors, functional cell based assay (AID 504329); NS1A functional cell-based assay, percent inhibition; higher % means a stronger effect; one-dose inhibition, % at 12.5 µM; IC50 in µM for titrated hits; actives 0.3% (n = 340,000); in the data active means a potency from the dose series; inconclusive means inhibition above about 27% without an active follow-up result; further: strong numbers were not always called active
Salmonella PhoP GFP: PhoP regulon inhibitors, Salmonella typhi PhoP promoter GFP reporter, confirmatory (AID 1850); Salmonella Typhi PhoP-promoter GFP reporter, fluorescence, 4 h; higher % means a stronger effect; inhibition, % at 50 µM, or IC50 in µM where a hit was titrated; actives 0.33% (n = 310,000); in the data active means a potency from the dose series; inconclusive means inhibition mostly from about 25% at the one dose, without a potency; inactive means the rest, 99 in 100 with inhibition below about 19%;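 further: 0% = induced wells with vehicle and 100% = uninduced wells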
tuberculosis growth: growth inhibition of non-replicating M. tuberculosis (AID 488890). Mycobacterium tuberculosis non-replicating, growth inhibition; higher % means a stronger effect. one-dose inhibition, % at 25 µM; IC50 in µM for titrated hits. actives 0.39% (n = 320,000); in the data active means a potency from the dose series; inconclusive means inhibition mostly from about 82% at the one dose, without a potency; inactive means the rest, 99 in 100 with inhibition below about 76%;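 further: plate controls were DMSO cells for no effect and high antibiotic wells for full effect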
M. tuberculosis HTS: M. tuberculosis growth inhibition, HTS (AID 449762). M. tuberculosis H37Rv growth inhibition, 7H9 media; higher % means a stronger effect. inhibition, % at 25 µM, or IC50 in µM where a hit was titrated. actives 0.59% (n = 330,000); in the data active means a potency from the dose series; inconclusive means inhibition above about 70% without an active follow-up result;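 further: bacterial growth assessed after seven days of incubation; strong numbers were not always called active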
inhibitors of VEEV: inhibitors of VEEV TC-83 cytopathic effect, confirmation, Vero cells (AID 588727). inhibition, % at 20 µM; hits with a dose series show IC50 in µM. Vero cells, VEEV TC-83 cytopathic effect inhibition; higher % means a stronger effect. actives 0.13% (n = 350,000); in the data active means a potency from the dose series; inconclusive means inhibition mostly from about 14% at the one dose, without a potency; inactive means the rest, 99 in 100 with inhibition below about 12%; further: strong numbers were not always called active
Numbers without * were called inactive; i = inactive; ? = inconclusive; . = not tested or not shown.

SMILES	H1N1 NS1A inhibition	Salmonella PhoP GFP	tuberculosis growth	M. tuberculosis HTS	inhibitors of VEEV
Cc1snc(S(=O)(=O)/C(C#N)=N/Nc2ccc(C(F)(F)F)cc2)c1C#N	-1%	-23%	5%	-2%	7.5%
CC(=O)c1ccc(NC(=O)COC(=O)c2nc(Cl)ccc2Cl)cc1	-13%	2%	12%	-1%	0.9%
O=S(=O)(c1ccccc1)c1cnc(-c2cccnc2)nc1-c1ccccc1	-8%	-3%	-6%	2%	0.3%
CC(C)OC(=O)c1cc(C(=O)c2cc(F)ccc2O)coc1=N	-13%	9%	?	?	1.9%
Cc1nn(C(C)(C)C)c(OC(=O)C2CCCC2)c1S(=O)(=O)c1ccccc1	-6%	.	.	.	4.6%
O=C1/C(=C/c2ccc(N3CCOCC3)o2)SC(=Nc2ccccc2)N1CCc1c[nH]c2ccccc12	10%	4%	?	66%	i
Oc1ccc(/C=C/c2cnccn2)cc1	-21%	-1%	-5%	-5%	1.2%
O=C(O)CNS(=O)(=O)c1ccc2c(c1)Cc1cc(S(=O)(=O)NCC(=O)O)ccc1-2	-4%	0%	-7%	-6%	i
O=C(Nc1nnc(Cc2ccc(Cl)cc2)s1)c1ccncc1	.	-2%	38%	-2%	0.0%
O=C(Nc1nc(-c2cccs2)cs1)c1ccc(Cl)s1	5%	-14%	61%	9%	1.7%
O=C(O)c1ccccc1Nc1ccc([N+](=O)[O-])cc1C(=O)O	-16%	-12%	-7%	4%	i
O=C(Nc1ccc(Br)cc1)c1ccc2c(c1)OCO2	-2%	1%	8%	5%	0.3%
COc1ccccc1/C=C/C(=O)OCC(=O)c1cc(C)n(C)c1C	-7%	.	5%	-10%	7.1%
O=C(NCc1nc(-c2ccccc2)no1)Nc1ccc(F)cc1	-6%	-2%	47%	5%	i
CN(Cc1nc(-c2cccnc2)no1)S(=O)(=O)c1ccc2ccccc2c1	1%	7%	10%	-10%	0.4%
O=C(Nc1ccc(Br)cc1F)c1cccnc1	2%	-2%	19%	3%	0.9%
CC1=C(c2ccccc2)[N+](=O)C2(CCCC2)N1[O-]	-1%	8%	-3%	2%	1.3%
CCCCCOc1ccc(C(=O)OCC(=O)Nc2cc(C)c(C)cc2[N+](=O)[O-])cc1	3%	-6%	1%	-6%	1.4%
CCc1noc(C)c1C(=O)Nc1nc2ccc(OC)cc2s1	1%	0%	52%	?	11%
O=C(NCc1ccc(F)cc1)c1cc2ccccn2n1	0%	-2%	58%	-9%	1.0%
COc1cc2c(cc1OC)CN(c1nc(-c3cccnc3)nc3ccccc13)CC2	3%	-2%	31%	?	14%
O=C(c1noc2c1CCCC2)N1CCCC(N2CCN(c3ccccc3F)CC2)C1 (stereo unspecified)	-2%	-19%	5%	16%	i
Cc1ccc(C(=O)COc2cc(C)nc3nncn23)cc1	12%	4%	-2%	3%	2.7%
CCOc1ccc(S(=O)(=O)NCC(=O)NC2CCCCC2)cc1	-6%	.	-11%	-3%	i
CC1CC(C)CN(C(=O)c2ccc(S(=O)(=O)N3CC(C)CC(C)C3)cc2)C1 (stereo unspecified)	-8%	20%	27%	-4%	i
Cn1c(Cl)nc2c1c(=O)n(Cc1cccc(Br)c1)c(=O)n2C	-1%	-10%	22%	3%	i
Cc1ccc(SCC(=O)N=C2NC(=O)CS2)cc1	0%	8%	19%	6%	2.5%
Cc1ccc(-c2ccc([C@H]3[C@@H]4C=CCC[C@@]4(C)C(=O)N3Cc3ccccc3)c(F)c2)cc1	0%	6%	-5%	68%	2.6%
COC(=O)c1cc(OC)c(OC)cc1-n1cnc2cc(OC)c(OC)cc2c1=O	8%	-6%	-5%	7%	i
CC(O)CCc1ccc(O)cc1 (stereo unspecified)	-3%	-1%	-34%	3%	0.6%
CCN(c1cccc(C(F)(F)F)c1)S(=O)(=O)c1ccc2c(c1)CCN2C(C)=O	-5%	-1%	7%	-3%	4.7%
COCCN(C(=O)Nc1ccc(OC)cc1OC)C1CCN(C(C)=O)CC1	2%	-12%	-9%	10%	0.7%
O=C(O)CCC(=O)N1CCC[C@H]1C(=O)O	-5%	-10%	-2%	0%	0.4%
O=C(O)c1ccc(-c2ccc(/C=C3\NC(=O)N(Cc4ccc(Cl)cc4)C3=O)o2)cc1	-31%	.	.	.	0.8%
COc1ccc(C2CC(C(C)(C)C)=NN2c2ccc(S(N)(=O)=O)cc2)cc1 (stereo unspecified)	3%	.	.	.	2.9%
Cc1cc(C)n(NC(=S)NC2CCCCC2)c(=O)c1C#N	7%	-3%	43%	-3%	i
NNC(=O)c1oc2ccccc2c1-n1cccc1	10%	-3%	-8%	0%	6.8%
S=C1NCN(Cc2ccco2)CN1c1ccccc1	-5%	5%	35%	-3%	0.2%
CCCCN1C(=O)NC(NC(=O)c2ccco2)(C(F)(F)F)C1=O (stereo unspecified)	-3%	0%	9%	-5%	i
CC(=O)C1C(c2ccccc2)c2c(n[nH]c2C)CC1(C)O (stereo unspecified)	-2%	-5%	-2%	6%	i

Full records as entered above. Values in the order: H1N1 NS1A inhibition	Salmonella PhoP GFP	tuberculosis growth	M. tuberculosis HTS	inhibitors of VEEV
Results for O=C(O)c1ccc(-c2ccc(/C=C3\NC(=O)N(Cc4ccc(Cl)cc4)C3=O)o2)cc1 → -31%	.	.	.	0.8%
Results for Cc1ccc(SCC(=O)N=C2NC(=O)CS2)cc1 → 0%	8%	19%	6%	2.5%
Results for O=C(O)CCC(=O)N1CCC[C@H]1C(=O)O → -5%	-10%	-2%	0%	0.4%
Results for CCOc1ccc(S(=O)(=O)NCC(=O)NC2CCCCC2)cc1 → -6%	.	-11%	-3%	i

Continuation:
SMILES	H1N1 NS1A inhibition	Salmonella PhoP GFP	tuberculosis growth	M. tuberculosis HTS	inhibitors of VEEV
Cc1ccc(S(=O)(=O)N2CCN(c3ncccn3)CC2)cc1C	-3%	-1%	-15%	-3%	i
COc1cccc(Oc2ccc3nnc(C(F)(F)F)n3n2)c1	-2%	-1%	-22%	-6%	0.9%
CCOCCCn1c(=S)[nH]c2cc(C(=O)N3CCC(C(N)=O)CC3)ccc2c1=O	-1%	2%	0%	-2%	1.0%
CC1CCN(c2ccccc2NC(=S)NC(=O)C(C)(C)C)CC1	-17%	0%	56%	48%	i
CC1=C(C)CC(C(=O)Nc2cccc([N+](=O)[O-])c2)C(C(=O)O)C1 (stereo unspecified)	5%	-3%	-6%	4%	0.8%
Cc1cccc(C(=O)NNc2ncnc3c2cnn3C)c1	0%	-3%	-5%	5%	0.9%
CCn1c(=O)c2cc(C(=O)NC(C)C)sc2c2ccccc21	0%	-17%	-4%	-1%	6.9%
Cc1noc(C)c1S(=O)(=O)N1CCC(C(=O)Nc2ccccn2)CC1	-7%	-4%	-5%	-6%	0.8%
CCC(C)c1ccc(NC(=S)NCc2ccccc2OC)cc1 (stereo unspecified)	-6%	.	.	.	2.3%
COc1ccc([C@@H]2CC(=O)c3c(O)cc(O[C@@H]4OC(CO[C@@H]5OC(C)[C@H](O)[C@@H](O)[C@H]5O)[C@@H](O)[C@H](O)[C@H]4O)cc3O2)cc1O (stereo partly specified)	1%	.	.	-3%	2.1%
COCCC(=O)N1CCC(Oc2ccc(C(=O)NCc3nccn3C)cc2)CC1	-7%	-9%	-1%	-7%	0.7%
Cc1ccc(CSCC(=O)N(C)CC(=O)Nc2c(Cl)cccc2Cl)cc1	-1%	10%	0%	-7%	8.2%
Cc1cccc(NC(=S)NNC(=O)CC(C)O)c1C (stereo unspecified)	2%	-6%	-22%	0%	0.2%
COC(=O)c1ccc(S(=O)(=O)N2C3CCC2CC(NC(=O)C2CC2)C3)cc1 (stereo unspecified)	-2%	-8%	-7%	3%	i
COC(=O)c1scc(C)c1NC(=O)Nc1ccccc1	-1%	-6%	-19%	-2%	2.4%
O=[N+]([O-])c1ccc(N2CCN(Cc3ccc4c(c3)OCO4)CC2)nc1	-4%	2%	76%	13%	i
O=C(O)C1CC=CCC1C(=O)N1CCN(c2nc(-c3ccccc3)c3ccccc3n2)CC1 (stereo unspecified)	-8%	10%	48%	-3%	1.4%
COc1ccc(C)cc1-n1c(N)c(C#N)c(C#N)c1-c1ccc(OC)c(OC)c1OC	-20%	-11%	25%	3%	9.4%
O=C(O)CC(c1ccc(C(F)(F)F)cc1)N1Cc2ccccc2C1=O (stereo unspecified)	-24%	-6%	-7%	4%	0.3%
O=C1[C@@H]2CSCN2C(=O)CN1Cc1ccccc1F	-7%	-5%	-1%	-1%	0.5%
COc1cc(C(=O)N(C)C2CCCCC2)ccc1OC1CCN(C(C)=O)CC1	-9%	-3%	14%	-5%	1.1%
O=C(CSc1nnnn1C1CC1)N1CCN(c2ccc(O)cc2)CC1	-14%	.	48%	-12%	0.3%
Cc1ccc(NS(=O)(=O)c2ccc3c(c2)n(C)c(=O)n3C)cc1	0%	-2%	-11%	0%	1.4%
O=[N+]([O-])c1ccc(C=Nc2ccc(Cl)cc2Cl)s1	9%	-8%	?	?	13%
Cc1ccc(O)c(NC(=O)c2cc(-c3ccccc3)on2)c1	0%	-4%	26%	-19%	i
COc1ccc(-c2ccc(=O)n(Cc3cccc(Cl)c3)n2)cc1	-15%	-11%	27%	8%	1.7%
CCOC(=O)c1sc(N(Cc2ccccc2)C(=O)COC(=O)c2ccc(O)cc2)nc1C	-6%	-2%	21%	5%	10%
COC(=O)Cn1c(=O)oc2ccc(C)cc21	-5%	-2%	-18%	-2%	1.4%
CCOC(=O)[C@H]1[C@H]2COc3cc(OC)ccc3[C@@H]2N2C(=O)CN(Cc3ccc(C)cc3)C(=O)[C@@]12C	-18%	.	32%	-5%	7.2%
Fc1ccc(Nc2nc(Oc3ccccc3F)nc(N3CCCC3)n2)cc1	13%	1%	7%	2%	0.9%
O=S(=O)(c1cc(C(F)(F)F)ccc1Cl)N1CCN(c2ccccn2)CC1	-6%	5%	12%	0%	1.7%
CCC(=O)N1CCc2cc(S(=O)(=O)N3CCN(c4ccccc4Cl)CC3)ccc21	1%	6%	2%	3%	4.7%
O=C(NC(=S)Nc1ccc(Cl)cn1)C(c1ccccc1)c1ccccc1	-5%	-6%	5%	-7%	4.3%
COC(=O)c1c(NC(=O)CCS(=O)(=O)c2ccccc2)sc2c1CCN(C)C2	-5%	-1%	29%	-5%	3.5%
CC(=O)N1CCN(S(=O)(=O)c2cccc(C(=O)NNC(=O)COc3ccc(Cl)cc3C)c2)CC1	-8%	4%	-15%	-6%	4.0%
O=C(NCc1ccco1)c1cc(-c2ccc3c(c2)OCO3)on1	8%	-3%	41%	5%	i
COc1cccc(-c2cc(C(=O)Nc3ccc(N(C)C(C)=O)cc3)c3cc(Br)ccc3n2)c1	-12%	1%	14%	10%	2.0%
CCOC(=O)C1CCCN(C(=O)c2ccc(Cn3c(=S)[nH]c4cc(C(=O)OC)ccc4c3=O)cc2)C1 (stereo unspecified)	-5%	-9%	12%	43%	8.1%
Cc1ccc(S(=O)(=O)Nc2c3ccccc3nc(=O)n2-c2ccccc2)cc1	10%	1%	-13%	-12%	1.3%
COC(=O)C1=C(C)N(C)C(=O)NC1c1cc2c(cc1Br)OCO2 (stereo unspecified)	2%	0%	-12%	-1%	2.4%

The last 3 records of the section above open the next one:
SMILES	H1N1 NS1A inhibition	Salmonella PhoP GFP	tuberculosis growth	M. tuberculosis HTS	inhibitors of VEEV
CCOC(=O)C1CCCN(C(=O)c2ccc(Cn3c(=S)[nH]c4cc(C(=O)OC)ccc4c3=O)cc2)C1 (stereo unspecified)	-5%	-9%	12%	43%	8.1%
Cc1ccc(S(=O)(=O)Nc2c3ccccc3nc(=O)n2-c2ccccc2)cc1	10%	1%	-13%	-12%	1.3%
COC(=O)C1=C(C)N(C)C(=O)NC1c1cc2c(cc1Br)OCO2 (stereo unspecified)	2%	0%	-12%	-1%	2.4%
CC(C)(C)NC(=O)c1ccccc1NC(=O)C1CCCO1 (stereo unspecified)	-14%	1%	20%	-4%	0.1%
COc1ccc(C(=O)c2coc3ccc(O)cc23)cc1	-4%	-2%	24%	-1%	5.1%
COc1cccc(NC(=S)N(C)C2CCN(C)CC2)c1	21%	2%	-10%	2%	i
CC(=O)N1C(=O)N(C(C)=O)C2C1N(C(C)=O)C(=O)N2C(C)=O (stereo unspecified)	-10%	-1%	-7%	-2%	2.4%
Cc1cccc(OCc2nnc3n2CCCCC3)c1	-1%	-4%	7%	8%	i
O=C(Nc1c(F)cc(F)cc1Br)c1cc(-c2ccco2)on1	-6%	1%	.	.	i
CCOc1cc(/C=N\NC(=O)CN2CCOCC2)ccc1OCc1ccc(F)cc1	-4%	6%	2%	2%	0.1%
COc1ccc(NC(=O)N2CCc3ccccc3C2)cc1	-1%	-1%	2%	-4%	0.3%
Nc1nc(-c2ccccc2)c(-c2ccc([N+](=O)[O-])cc2)s1	-8%	-3%	-4%	12%	i

Bioassay records deposited in PubChem by Southern Research Specialized Biocontainment Screening Center.
